dFosB act: activators of mouse delta FosB homodimer; purified delta FosB, TAMRA-CDK5 oligo fluorescence polarization; percent of positive-control signal above neutral wells; 340,000 compounds, 0.99% hits; activation, % at 25 µM; AID 493131;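 active = mean activation above about 17%, with every replicate also reaching it, limit read from the data, passing the limit was not always enough; inconclusive = only one of the two conditions met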;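 also: fluorescence polarization rise as delta FosB binds a TAMRA Cdk5 AP-1 oligo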
Target sequence (P13346 whole entry, looked up): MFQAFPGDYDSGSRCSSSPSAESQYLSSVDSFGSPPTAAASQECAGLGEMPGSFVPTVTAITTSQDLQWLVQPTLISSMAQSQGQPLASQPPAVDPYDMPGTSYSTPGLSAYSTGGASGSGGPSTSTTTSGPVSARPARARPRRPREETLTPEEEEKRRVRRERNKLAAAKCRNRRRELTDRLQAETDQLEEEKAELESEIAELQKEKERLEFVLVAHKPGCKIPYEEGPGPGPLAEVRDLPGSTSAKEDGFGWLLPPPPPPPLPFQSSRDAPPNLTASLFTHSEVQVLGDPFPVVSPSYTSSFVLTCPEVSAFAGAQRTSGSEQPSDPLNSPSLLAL
CDK5 p35 inh: blocks human CDK5/p35 kinase activity; Q00535+Q15078; Recombinant CDK5/p35, ADP-Glo luminescence, 60 min; inhibition, % at 10 µM; 330,000 compounds, 0.01% hits; AID 488839;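 active = highest replicate inhibition of at least 50% and at least 75% of replicates reaching 50%; inconclusive = only one of the two criteria met; inactive = both criteria failed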;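 also: plate controls were DMSO neutral control for no effect and GW8510 at 10 µM for full effect; many of its hits are not listed in these tables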
Target sequence (Q00535 whole entry, looked up): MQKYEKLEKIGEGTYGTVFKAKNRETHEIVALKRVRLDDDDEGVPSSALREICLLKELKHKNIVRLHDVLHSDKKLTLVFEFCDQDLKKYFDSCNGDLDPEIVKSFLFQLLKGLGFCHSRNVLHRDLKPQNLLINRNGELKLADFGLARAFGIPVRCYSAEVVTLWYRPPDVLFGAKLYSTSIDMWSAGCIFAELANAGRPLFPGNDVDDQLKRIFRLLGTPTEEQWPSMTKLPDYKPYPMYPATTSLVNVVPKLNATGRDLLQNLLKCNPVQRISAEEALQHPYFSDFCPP
Target sequence (Q15078 whole entry, looked up): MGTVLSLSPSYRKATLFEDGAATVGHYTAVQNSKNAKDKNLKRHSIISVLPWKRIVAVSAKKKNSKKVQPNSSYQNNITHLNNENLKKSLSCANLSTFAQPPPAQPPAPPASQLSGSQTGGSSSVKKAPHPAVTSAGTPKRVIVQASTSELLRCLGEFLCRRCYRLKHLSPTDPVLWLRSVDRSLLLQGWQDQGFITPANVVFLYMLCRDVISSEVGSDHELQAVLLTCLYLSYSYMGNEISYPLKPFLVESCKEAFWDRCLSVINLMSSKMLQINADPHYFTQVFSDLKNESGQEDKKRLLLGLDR
V-ATPase pH: alters yeast V-ATPase proton transport; 350,000 compounds, 0.37% hits; S. cerevisiae, pHLuorin cytosolic pH fluorescence; response, % at 10 µM; in the data active = response mostly above about 7.3%, no sharp cut-off; inactive = mostly below about 5.4%; also: actives read high; inactives centre near 0; some compounds called inactive have numbers as strong as hits; reference of the scale not given here
MITF TRPM1 HTS: increases MITF-driven TRPM1 promoter luciferase signal; 300,000 compounds, 0.75% hits; activation, % at 12.5 µM; SK-MEL-5 TRPM1-promoter luciferase, 24 h; % of positive control, neutral wells = 0;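 active = mean activation of at least 80% with every replicate also reaching 80%; inconclusive = mean reaches 80% but some replicate falls short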;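 also: 0% = neutral control wells and 100% = parthenolide positive control wells; values of inactives mirror those of a sister screen read the other way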
Tat transport: inhibitors of E. coli Tat protein transport | E. coli MC4100 TorA-mCherry Tat export, fluorescence | 340,000 compounds, 0.036% hits | inhibition, % at 10 µM;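 active = mean replicate inhibition at least 50% and at least half of replicates individually reaching 50%; inconclusive = only one of the two criteria met; inactive = neither criterion met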;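 also: exported cargo escapes ClpAP degradation while cytoplasmic cargo is degraded and loses fluorescence; 0% = median of neutral control wells and 100% = median of NaSCN control wells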
Rtt109 Vps75: blocks Candida albicans Rtt109/Vps75 acetyltransferase activity. Q5AAJ8. purified Rtt109/Vps75, ThioGlo CoA-SH fluorescence, 4 h. inhibition, % at 34.9 µM. 330,000 compounds, 0.16% hits. AID 540336;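 active = inhibition of at least 50% in every replicate; inconclusive = best replicate reaches 50% inhibition but some replicates fall short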
RTF Ca sens act: cardiac RTF calcium sensitization. IANBD-labeled TnC RTF fluorescence at EC20 calcium; 0% EC20 calcium, 100% full calcium. activation, % at 7.2 µM. 340,000 compounds, 0.24% hits. AID 493008;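 active = activation above the mean over all tested compounds plus 3 SD, cut at about 30% in these data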;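 also: rise in fluorescence read as greater calcium sensitivity of cardiac thin filaments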
Wnt act: activates Wnt/beta-catenin signaling in a reporter cell assay; activation, % at 9.35 µM; 300,000 compounds, 1.2% hits; activator, plate reader; AID 743398; in the data active = activation above about 30%, passing the limit was not always enough; inconclusive = no clear call, values can overlap the other calls;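 also: 0% = neutral control wells and 100% = positive control wells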
CAL PDZ FP-1: blocks peptide binding to human CAL PDZ domain | Q9HD26 | purified CAL PDZ, TMR-peptide fluorescence polarization, 1 h | inhibition, % at 20 µM | 330,000 compounds, 0.02% hits | AID 504414;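 active = highest replicate inhibition of at least 40%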;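 also: plate controls were DMSO neutral control wells for no effect and unlabeled competitor peptide control wells for full effect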
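Assay system – tagged CAL PDZ protein CerCALP, purified · Timing – 1 h at RT · Compound – single point, 20 µM · Measured by – fluorescence polarization from S- and P-plane intensities, G-factor corrected · Evaluation – inhibition from polarization loss · Probe or stimulus – TMR reporter peptide T*-PRC34 · Buffer or medium – pH 7.4 phosphate-saline buffer, reducing agent, detergent, IgG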
CAL PDZ FP-2: inhibitors of human CAL PDZ peptide binding. Q9HD26. purified CAL PDZ, TMR-peptide fluorescence polarization, 1 h. inhibition, % at 24.9 µM. 300,000 compounds, 0.92% hits. AID 602252;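 active = mean inhibition of at least 30% with at least half of replicates also reaching 30%; inconclusive = no clear call, values can overlap the other calls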;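 also: 0% = DMSO neutral control and 100% = excess unlabeled competitor peptide PRC23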
Active calls of the source: *; ? = inconclusive; / = not tested or not shown. An unsorted share of the library, and some 4.1% of all compounds hit somewhere here.

SMILES	dFosB act	CDK5 p35 inh	V-ATPase pH	MITF TRPM1 HTS	Tat transport	Rtt109 Vps75	RTF Ca sens act	Wnt act	CAL PDZ FP-1	CAL PDZ FP-2
N#Cc1nc(-c2ccccc2F)oc1NCc1cccc2c1OCO2	-4	-0.1	-2	-5	2	/	2	0	-2.7	-2
Cc1ccc(C(C(=O)NC2CCCC2)N(C(=O)Cc2cccs2)c2ccc(C)c(C)c2)o1 (configuration not stated)	-13	1.7	-1	5	-4	36	-3	0	-1.7	-4
COc1cccc(NC(=O)CCC(=O)Nc2ccc3nc(N4CCOCC4)cc(C)c3c2)c1	12	1.9	0	52	3	3	4	13	-2.1	-2
N#Cc1cc2c(nc1SCC(=O)NCc1ccc3c(c1)OCO3)CCCCC2	1	0.9	3	-2	-5	-2	-3	/	-2.7	/
O=C(N/N=C/c1ccc(Sc2ccccn2)o1)c1cccc([N+](=O)[O-])c1	2	1.6	-4	-13	-2	-9	-3	-3	-1.3	-1
COc1ccc(CC(=O)NCC2(N3CCCCC3)CCCCC2)cc1	-10	1.2	-2	18	-7	18	4	0	0.4	/
COc1ccccc1-n1c(C)nnc1SCC(=O)Nc1cccc(C(C)=O)c1	-7	-0.8	1	2	1	13	-4	/	-0.4	/
N#Cc1ccc(C(=O)NC2=NCCS2)cc1	6	1.5	-2	62	1	10	-3	13	0.2	-15
COc1ccccc1C(=O)NNC(=O)c1cccc(C)c1	-5	-1.3	-4	30	1	-14	2	2	0.9	-3
COCCCN1C(=O)C(=O)/C(=C(/O)c2ccc(OCC(C)C)cc2C)C1c1cccnc1 (configuration not stated)	-4	1.6	2	1	-5	6	4	0	-0.5	-1
CC(C)(CNC(=O)c1ccc(-c2ccccc2Cl)o1)N1CCOCC1	-2	1.2	0	70	4	-3	-1	9	-3.7	-3
COc1ccc(S(=O)(=O)NC(C)C(=O)Nc2ccccc2)cc1Cl (configuration not stated)	-7	2.1	-3	2	17	-3	-2	-1	-2.5	0
CN1C(=O)C2(c3ccccc31)c1c(oc3ccccc3c1=O)C(=O)N2CCO (configuration not stated)	-4	-2.3	-1	/	5	2	7	4	-0.1	/
COCc1cc(=O)[nH]c(Cc2c(Cl)cccc2Cl)n1	1	0.0	2	-10	-13	4	7	2	-1.4	-2
CCOCCCNC(=O)C1CCN(S(=O)(=O)c2cc(Br)cc3c2N(C(=O)CC)CC3)CC1	-12	3.3	5	-13	4	4	1	1	-2.0	0
CN(CC(=O)Nc1cc(S(=O)(=O)N2CCOCC2)ccc1Cl)C1CCS(=O)(=O)C1 (configuration not stated)	1	-0.7	7.6*	2	-11	5	4	0	-4.5	6
CCCCn1nc(C(=O)NCC(c2cccs2)N2CCOCC2)c2ccccc2c1=O (configuration not stated)	-5	0.2	-3	-16	5	0	2	-5	-0.9	0
CC(C)CN1C(=O)c2ccc(C(=O)Nc3ccc(O)cc3C(=O)O)cc2C1=O	-2	1.2	-1	-2	4	-5	1	-1	-1.8	/
CCc1ccc(C2NC(c3ccc(CC)cc3)C([N+](=O)[O-])C(C)(C)C2[N+](=O)[O-])cc1 (configuration not stated)	-2	/	-2	5	-5	-2	2	-1	0.9	-3
O=C(Nc1ccccc1)OC1C2CCC1C(N1CCCCC1)CC2 (configuration not stated)	-1	0.0	0	1	-7	10	-1	0	0.2	0
COc1cc(CCc2ccccc2)c(C(=O)O)c(O)c1C/C=C(/C)CCC=C(C)C	-13	3.8	7	6	25	11	-5	-2	0.0	-4
O=C(CC1(O)C(=O)N(C/C=C/c2ccccc2)c2ccccc21)c1ccccn1 (configuration not stated)	-3	-3.0	5	-4	0	5	6	/	-1.3	0
O=C(COC(=O)c1ccccc1Br)NCc1cccs1	-4	-1.4	1	41	-6	1	4	20	-0.6	/
CN(C)c1ccc(C(=O)/C=C/c2ccc(Br)cc2)cc1	-1	0.5	11	33	-4	/	2	29	-2.4	-3
Cc1nnc(SCC(=O)N2CC(=O)Nc3ccccc32)n1Cc1ccccc1	0	0.0	3	/	1	-2	-9	/	-0.9	-1
COc1cc(NS(=O)(=O)c2ccc(N/C=C\C(=O)c3ccc(C)cc3)cc2)nc(OC)n1	-1	-0.9	-12	/	7	-4	-2	1	-0.3	-2
CCOC(=O)c1sc2nc3c(cc2c1N)C(=O)CC(C)(C)C3	-5	-2.8	-2	41	1	-7	-3	?	-1.7	0
O=C(CCc1ccccc1)N1CCN(S(=O)(=O)c2cccs2)CC1	-9	-0.5	0	-2	1	-4	-1	0	-1.2	-2
Cc1cc(=O)oc(C)c1C(=O)n1nc(C)c2c1C[C@@H]1[C@H]2C1(C)C	4	-0.9	1	-15	3	-24	-10	/	-0.4	-13
O=C(Nc1ccc(Nc2ccccc2)cc1)c1cccc(F)c1	-6	0.3	-2	/	-4	7	-6	7	0.4	1
CCOc1ccccc1/C=N/Nc1ccccc1[N+](=O)[O-]	0	0.3	1	72	11	7	-3	/	/	-7
Cc1cc(C)nc(-n2nc(C)cc2NC(=O)C(C)C)n1	4	-5.3	-3	4	-3	1	1	0	-0.1	/
O=C(NCCc1ccccc1)c1cccc(NC(=O)C2CCC2)c1	1	0.9	2	43	4	5	7	7	-0.9	-7
O=C(O)Cc1c(C(=O)O)[nH]c2ccc(C(=O)O)cc12	2	-3.0	-1	-4	-7	0	3	9	-2.3	2
O=C(NCc1cccnc1)c1cc(Cl)ccc1[N+](=O)[O-]	-1	-1.2	3	-17	-8	8	2	/	0.1	0
COc1ccc(CNC(=O)C2CCN(C(=O)c3ccc(-c4ccccc4)cc3)CC2)cc1	-10	0.3	4	7	10	-9	4	-1	-1.3	/
CN(C)S(=O)(=O)c1ccc(NC(=O)CN2CCN(c3ccccn3)CC2)cc1	-3	-0.7	-4	6	2	-8	-1	2	-0.6	2
CCOC(=O)Cc1c(C)nc2cc(-c3ccc(Cl)cc3)[nH]n2c1=O	-2	-0.4	0	15	1	-2	3	5	-1.2	-4
Nc1ncnc2sc3c(c12)CCNC3	4	-0.8	-1	4	8	-7	-3	0	-1.3	0
COc1cc2ccccc2cc1C(=O)Nc1ccc(C)cn1	0	0.5	7	35	-1	2	-3	35*	-2.5	-3
COc1cccc(N=c2oc3ccc(OC)cc3cc2-c2nc3ccccc3[nH]2)c1	4	0.9	2	-9	2	-1	2	20	-1.7	-2
COc1ccc(NC(=O)CNC(c2ccccc2)c2ccccc2)cc1	-5	-1.1	5	/	8	3	10	0	-0.2	-3
COC(=O)c1sc2nc(SCc3ccccc3C#N)n(N)c(=O)c2c1C	-10	-5.0	-2	10	-1	8	-1	-1	-1.2	0
CC(C)(C)C(=O)COC(=O)c1cc(-c2ccncc2)nc2ccccc12	-17	-0.4	0	-5	9	14	-6	-17	-4.2	-6
COc1ccc(NC(=O)CN(C)CC(=O)NC2CCCCC2C)cc1 (configuration not stated)	-8	2.4	-2	-4	6	-5	0	1	-1.6	/
COc1ccc(NC(=O)COC(=O)C23CC4CC(CC(Cl)(C4)C2)C3)c(OC)c1	-3	2.7	1	-6	-4	1	-1	0	-0.1	0
CCCN(CCC)S(=O)(=O)c1cccc(C(=O)Nc2ccc3c(c2)OCO3)c1	-8	0.6	-5	6	3	20	-6	/	/	-5
COc1ccc(N2CCN(c3nc(Cl)nc(Nc4ccc(F)cc4)n3)CC2)cc1	1	1.3	-3	7	-3	12	-3	10	-2.6	0
C=CCc1cccc2cc(C(=O)N(C)C)c(=O)oc12	4	2.2	1	-4	-6	-6	5	-1	-1.5	-1
Cc1c(NCc2ccncc2)cccc1C(=O)O	-6	0.5	0	-13	-4	1	2	0	/	-2

Next part:
SMILES	dFosB act	CDK5 p35 inh	V-ATPase pH	MITF TRPM1 HTS	Tat transport	Rtt109 Vps75	RTF Ca sens act	Wnt act	CAL PDZ FP-1	CAL PDZ FP-2
COc1ccc(OCC(O)CNC2CCCC2)cc1 (configuration not stated)	5	0.8	-3	/	0	7	-7	1	-4.4	/
Oc1ccccc1N1CCN(c2nc(-c3cccs3)nc3ccccc23)CC1	-11	-0.6	-3	14	4	-14	-3	3	-1.2	-3
COc1ccc(-c2nn(-c3ccccc3)cc2CNC[C@H]2O[C@@H](n3cnc(C(N)=O)n3)[C@H](O)[C@@H]2O)cc1	5	4.9	0	4	-15	2	-1	0	-1.7	-3
Cc1ccc2nc(SCc3ccccc3)c(C=O)c(=O)n2c1	-5	0.9	8	12	-8	7	0	-2	0.1	-5
O=S1(=O)C=C(Oc2ccc(F)cc2)c2ccccc21	-3	0.3	-3	/	-3	-8	-3	/	-2.4	2
Cc1ccc(S(=O)(=O)N2[C@@H](c3cccc(Cl)c3)C(C(=O)O)=CC[C@H]2c2cccc(Cl)c2)cc1	1	-4.4	2	/	11	?	5	-2	-1.7	-5
CNc1cc([N+](=O)[O-])ccc1N/C=C/C(=O)c1cccs1	-1	-0.9	2	8	0	-5	-7	/	1.3	/
O=C(c1ccc(Br)o1)N(c1ccccn1)C1CCCCC1	-5	-4.0	3	3	-5	4	2	-1	-0.2	-8
COc1ccc(NCc2nnc(SCC(=O)c3ccc(OC)cc3)n2C)cc1	-13	2.2	-5	/	9	7	10	/	-4.0	0
CCOc1ccc(C(C)=O)cc1CN1C(=O)c2ccccc2S1(=O)=O	-16	-0.2	-1	0	6	-5	5	1	-1.6	-4
COc1cc(C(C)=O)ccc1Oc1ncnc2c1cnn2-c1ccc(C)c(C)c1	-12	-0.8	1	0	2	-4	0	0	-0.5	-2
Cc1ccc(NS(=O)(=O)c2ccc(NC(=O)c3ccc(-c4ccccc4)cc3)cc2)c(C)c1	54*	2.2	-8	-3	5	-2	4	/	-3.2	-3
Cc1cc(C(C)(C)C)oc1C(=O)N(CC(=O)NC1CCCC1)Cc1ccccc1Cl	-30	-1.2	6	-4	20	0	-12	-3	-1.1	-11
CN(C)c1ccc(/C=C/C=C2/SC(=S)N(c3ccccc3)C2=O)cc1	5	0.2	1	-27	-11	0	-1	/	-5.7	1
Cc1cc(C)n(/C(=C/N(C)C)C(=O)c2ccccc2)n1	-7	-6.6	-1	6	0	-10	4	0	-0.7	1
O=C(NCC(c1cccs1)N1CCOCC1)c1cn(-c2ccccc2)nc1-c1ccc(F)cc1 (configuration not stated)	-8	0.3	-1	1	8	-6	-12	-6	-1.3	/
O=C1CC(c2ccc(F)cc2)CC(O)=C1C1NCCc2ccccc21 (configuration not stated)	-7	2.0	0	-11	0	2	3	/	/	-2

High-throughput results (PubChem)
